# TbPYK inhibitor = T. brucei pyruvate kinase inhibition; TbPYK enzyme, Kinase-Glo Plus ATP luminescence, 45 min; Potency, µM (highest dose often 76.8 µM), inactives show at the highest dose activity, negative = inhibition, actives largely listed as inhibitors; hit rate 0.12% among 410,000; active means well fitted inhibition curve with a large enough effect; inconclusive means small, poorly fitted or top-dose-only effect; further: nearly all actives have a fitted effect of over 50% in size
#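 TbPYK + substrate in 50 mM TEA pH 7.2, 100 mM KCl, 10 mM MgCl2, 0.05% BSA, 0.01% Tween-20; cpd pinned; ADP 130 uM final; 45 min RT; Kinase-Glo Plus 10 min; luminescence endpoint.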
# Starred values were filed as active, the others as inactive; ? = inconclusive; & = joins results of further samples; [ ] = another dose, or the depositor's remark. On the % scale 0 is the no-effect control and ±100 the full control effect; potency means the concentration at half of the fitted maximal effect.
nr | Structure | TbPYK inhibitor
1 | C[C@H]1[C@@H]2Cc3ccc(O)cc3[C@]1(C)CCN2C | -9.5%[386 µM]
2 | Cc1nc(-c2ccc(-c3ccc(C(=O)N4CCc5cc6c(cc54)C4(CCN(C)CC4)CO6)cc3)c(C)c2)no1 | 0.0%
3 | C[C@]12CC[C@H]3c4ccc(O)cc4CC[C@@H]3[C@H]1CC[C@@H]2OC(=O)CCC1CCCC1 | 1.9%
4 | COCCOCCO | -7.6%[157 µM]
5 | COc1cccc(Nc2ncc3nc(C)c(=O)n(CCC#N)c3n2)c1 | 1.4%
6 | c1cnc(N2CCC3(CCNCC3)CC2)nc1 | -3.3%
7 | OCC1OC(OC2C(CO)OC(OC3C(CO)OC(O)C(O)C3O)C(O)C2O)C(O)C(O)C1O (stereo not drawn) | 0.0%
8 | CCCN(CCC)c1c([N+](=O)[O-])cc(S(N)(=O)=O)cc1[N+](=O)[O-] | -6.8%[157 µM]
9 | NC(C(=O)O)C(O)c1ccc(O)c(O)c1 (stereo not drawn) | -3.7%
10 | O=c1c(-c2cccs2)nc2cnc(Oc3cccc(Cl)c3)nc2n1C1CC1 | 1.7%
11 | CC1=C(CC(=O)O)c2cc(F)ccc2/C1=C\c1ccc(S(C)(=O)=O)cc1 | 1.9%
12 | [2H]c1c([2H])c([2H])c2c([nH]c(=S)n2C2CCN(CCCC(=O)c3ccc(F)cc3)CC2)c1[2H] | ?
13 | O=C(c1cccc(F)c1)N1CCC2(CCN(Cc3ccccc3)CC2)CC1 | 6.1%
14 | C[C@]12CC[C@@H]3c4ccc(O)cc4CC[C@H]3[C@@H]1C[C@H](O)C2O (stereo partly drawn) | -9.1%
15 | COc1ccc(C(=O)N2CCC[C@@]3(CCN(c4ccncc4)C3)C2)cc1 | -2.6%
16 | COC(=O)[C@@H]1[C@@H]2C[C@H]3c4[nH]c5ccccc5c4CCN3C[C@@H]2CC[C@@H]1O | 2.7%
17 | COc1ccc(C(=O)N2CCC3(CC2)CN(c2ncccn2)C3)cc1 | 5.1%
18 | CCC(C)(C)c1ccc(CC(C)CN2C[C@@H](C)O[C@@H](C)C2)cc1 (stereo partly drawn) | 3.4%
19 | c1cc(N2CCCC3(CCNCC3)C2)ccn1 | 5.5%
20 | COc1ncc2nc(CCc3ccccc3)c(=O)n(Cc3cccs3)c2n1 | -5.6%
21 | Cc1cc(=O)c2c(O)c3c(O)cc(=O)c4c3c3c(cc(O)c1c23)C(C)(C)C=4O | 1.2%
22 | O=C1CN(/N=C/c2ccc(-c3ccc([N+](=O)[O-])cc3)o2)C(=O)N1 | -11.7%
23 | CN1C(=O)C[C@@H](C(=O)N[C@@H](Cc2cnc[nH]2)C(=O)N2CCC[C@H]2C(N)=O)NC1=O | 1.2%
24 | N#Cc1ccc(CN2CCC3(CC2)CCN(C(=O)Oc2ccccc2)CC3)cc1 | 1.2%
25 | O=c1ncn2nc(Sc3ccc(F)cc3F)ccc2c1-c1c(Cl)cccc1Cl | -4.4%
26 | N#Cc1ccc(CN2CCCC3(CCN(S(=O)(=O)c4ccccc4)CC3)C2)cc1 | 0.9%
27 | CO[C@@H](COC(N)=O)C1=C(N2CC2)C(=O)C(C)=C(N2CC2)C1=O | 3.4%
28 | CN1CCC[C@@H](CC2c3ccccc3Sc3ccccc32)C1 | 6.0%[33.2 µM]
29 | CC(=O)O[C@H]1CC[C@@]2(C)C(=CCC3C2CC[C@]2(C)C(c4cccnc4)=CCC32)C1 (stereo partly drawn) | -2.4%
30 | CC(=O)OC/C=C(C)/C=C/C=C(C)/C=C/C1=C(C)CCCC1(C)C | 0.0%

# Brought forward from above: 4 entries, then new ones.
nr | Structure | TbPYK inhibitor
27 | CO[C@@H](COC(N)=O)C1=C(N2CC2)C(=O)C(C)=C(N2CC2)C1=O | 3.4%
28 | CN1CCC[C@@H](CC2c3ccccc3Sc3ccccc32)C1 | 6.0%[33.2 µM]
29 | CC(=O)O[C@H]1CC[C@@]2(C)C(=CCC3C2CC[C@]2(C)C(c4cccnc4)=CCC32)C1 (stereo partly drawn) | -2.4%
30 | CC(=O)OC/C=C(C)/C=C/C=C(C)/C=C/C1=C(C)CCCC1(C)C | 0.0%
31 | O=[N+]([O-])c1cc([N+](=O)[O-])c2ccccc2c1 | 5.8%[157 µM]
32 | COCC(=O)N1CCC2(CCCN(c3ccccn3)C2)CC1 | 3.4%
33 | CNC(C)Cc1ccc2c(c1)OCO2 (stereo not drawn) | -10.0%[157 µM]
34 | Cc1nnc2n1-c1sc(CCc3ccc(CC(C)C)cc3)cc1C(c1ccccc1Cl)=NC2C (stereo not drawn) | 0.0%
35 | C[n+]1ccccc1/C=N\O | -1.7%[33.2 µM]
36 | COCC(=O)N1CCC2(CCCN(c3ccccc3)C2)CC1 | -0.3%
37 | COc1ccc(C[C@@H]2c3cc(OC)c(OC)cc3CC[N@+]2(C)CCC(=O)OCCCCCOC(=O)CC[N@@+]2(C)CCc3cc(OC)c(OC)cc3[C@H]2Cc2ccc(OC)c(OC)c2)cc1OC | -3.8%[33.2 µM]
38 | O=S(=O)(c1ccccc1)N1CCC2(CCCN(c3ccccn3)C2)CC1 | -7.2%
39 | CN1[C@@H]2CC(OC(=O)[C@@H](CO)c3ccccc3)C[C@@H]1[C@H]1O[C@H]12 (stereo partly drawn) | 0.4%
40 | C[N+]12CCC(CC1)[C@@H](OC(=O)C(O)(c1ccccc1)c1ccccc1)C2 | -2.1%[33.2 µM]
41 | Cn1c(=O)c2c(ncn2C[C@@H](O)CO)n(C)c1=O | -5.8%[33.2 µM]
42 | CCCCCCCCCCCCCCCCCCNC(=O)OC1CCN(C(=O)OC[C@H](COC(=O)N(Cc2cccc[n+]2CC)C(=O)c2ccccc2OC)OC)CC1 | 2.9%
43 | C[C@]12CC[C@H]3c4ccc(O)cc4CC[C@@H]3[C@H]1CC[C@@H]2OP(=O)(O)O | -7.2%
44 | CN1CCCC2(CCN(C(=O)c3cnccn3)CC2)C1 | 6.0%
45 | O=C(Oc1ccccc1)N1CCC2(CC1)CN(C(c1ccccc1)c1ccccc1)C2 | -9.5%
46 | COc1ccc(C(=O)N2CCC3(CC2)CN(CC(C)C)C3)cc1 | 0.8%
47 | OCc1ccccc1 | 1.2%
48 | CCC1(c2cnc[nH]2)Cc2ccccc2C1 | -9.4%&-9.6%
49 | O=C(O)c1cc(N=Nc2ccc(O)c(C(=O)O)c2)ccc1O | -6.0%
50 | CC(=O)N[C@@H]1C(O)OC(CO)C(O)C1O (stereo partly drawn) | -0.3%
51 | COC(=O)N1CCC2(CC1)CN(C(=O)Nc1cccc(C#N)c1)C2 | -0.1%
52 | COCC(=O)N1CCC[C@@]2(CCN(C(c3ccccc3)c3ccccc3)C2)C1 | 1.7%
53 | COc1ccc(NC(=O)N2CC[C@@]3(CCCN(C(=O)c4c(C)noc4C)C3)C2)cc1 | -9.8%
54 | CC[C@H](C)[C@H](NC(=O)[C@H](CO)NC(=O)[C@H](CC(N)=O)NC(=O)[C@H](CC(C)C)NC(=O)[C@H](Cc1ccc(O)cc1)NC(=O)[C@H](CCCCN)NC(=O)[C@H](CCCCN)NC(=O)[C@@H](NC(=O)[C@H](C)NC(=O)[C@H](CCSC)NC(=O)[C@H](CCC(N)=O)NC(=O)[C@H](CCCCN)NC(=O)[C@H](CCCNC(=N)N)NC(=O)[C@H](CC(C)C)NC(=O)[C@H](CCCNC(=N)N)NC(=O)[C@@H](NC(=O)[C@H](Cc1ccc(O)cc1)NC(=O)[C@H](CC(N)=O)NC(=O)[C@H](CC(=O)O)NC(=O)[C@@H](NC(=O)[C@H](Cc1ccccc1)NC(=O)[C@@H](NC(=O)[C@H](C)NC(=O)[C@H](CC(=O)O)NC(=O)[C@H](CO)NC(=O)[C@@H](N)Cc1c[nH]cn1)C(C)C)[C@@H](C)O)[C@@H](C)O)C(C)C)C(=O)N[C@@H](CC(C)C)C(=O)N[C@@H](CC(N)=O)C(=O)O | 13.3%
55 | C=CCSSSCC=C | 3.0%
56 | CCNC[C@H](O)c1cccc(O)c1 | -5.2%[33.2 µM]
57 | COCC(=O)N1CCC2(CC1)CN(Cc1cc(C(F)(F)F)cc(C(F)(F)F)c1)C2 | 1.6%
58 | NC[C@@H]1O[C@@H](O[C@H]2[C@@H](O)[C@H](O[C@@H]3[C@@H](O)[C@@H](N)C[C@H](N)[C@H]3O[C@H]3O[C@H](CN)[C@@H](O)[C@@H](O)[C@H]3N)O[C@H]2CO)[C@H](N)[C@@H](O)[C@@H]1O | -2.5%
59 | CCCOC(=O)c1ccccc1O | 1.0%
60 | [N-]=[N+]=CC(=O)OCC(N)C(=O)O (stereo not drawn) | 0.0%

# In a second layout: entries from further up
33) CNC(C)Cc1ccc2c(c1)OCO2 (stereo not drawn)
  TbPYK inhibitor: -10.0%[157 µM]
36) COCC(=O)N1CCC2(CCCN(c3ccccc3)C2)CC1
  TbPYK inhibitor: -0.3%

# Following part:
nr | Structure | TbPYK inhibitor
61 | CCN(CC)CC#CCOC(=O)[C@@](O)(c1ccccc1)C1CCCCC1 | 10.1%
62 | CCCCCCCCCCCCCCCC(=O)OCCC1CCN(CCCN2c3ccccc3Sc3ccc(S(=O)(=O)N(C)C)cc32)CC1 | 0.0%
63 | COc1ncc2nc(-c3cc(F)cc(F)c3)c(=O)n(CCc3ccccc3)c2n1 | -10.5%
64 | FC(F)(F)COCC(F)(F)F | -4.5%
65 | O=S(=O)(c1ccccc1)N1CCC2(CCN(Cc3nccs3)CC2)CC1 | -9.2%
66 | C#C[C@]1(O)CC[C@H]2[C@@H]3CCC4=CCCC[C@@H]4[C@H]3C(=C)C[C@@]21CC | 6.9%
67 | COc1ccc(C(=O)N2CCC3(CCN(C(=O)Nc4ccccc4)CC3)CC2)cc1 | 0.0%
68 | O=C(c1ccco1)N1CCC[C@@]2(CCN(c3ccccc3)C2)C1 | 9.4%
69 | COCC(=O)N1CCC2(CC1)CN(Cc1ccc(C#N)cc1)C2 | 0.8%
70 | Cn1cccc1C(=O)N1CCC2(CC1)CN(C(=O)Nc1cccc(C#N)c1)C2 | -0.4%
71 | Cn1cccc1C(=O)N1CCC2(CCCN(Cc3ccc(C#N)cc3)C2)CC1 | 0.0%
72 | C[C@H]1CC[C@]2(OC1)O[C@@H]1C[C@@H]3[C@@H]4CC[C@H]5C[C@@H](O)CC[C@]5(C)[C@@H]4CC(=O)[C@@]3(C)[C@H]1[C@@H]2C | -3.3%[33.2 µM]
73 | CO[C@H]1[C@@H](OC(N)=O)[C@H](O)[C@@H](Oc2ccc3c(O)c(NC(=O)c4ccc(O)c(CC=C(C)C)c4)c(=O)oc3c2C)OC1(C)C | -5.0%[33.2 µM]
74 | Nc1ccc(O)cc1 | -5.6%
75 | N#Cc1ccc(CN2CCC3(CC2)CCN(C(=O)c2cc(C(F)(F)F)cc(C(F)(F)F)c2)CC3)cc1 | -5.7%
76 | COc1ccc(NC(=O)N2CC[C@@]3(CCCN(C(=O)c4ccc(OC)cc4)C3)C2)cc1 | -8.2%
77 | O=C(O)[C@@H]1CCCN1 | -1.6%
78 | O=C(Nc1ccccc1)N1CCC2(CC1)CCN(C(=O)c1cnccn1)CC2 | 3.0%
79 | N#Cc1ccc(CN2CC3(CCNCC3)C2)cc1 | 2.0%
80 | Cn1cccc1C(=O)N1CCC2(CCCN(Cc3ccccc3)C2)CC1 | -0.9%
81 | CS(=O)(=O)N1CCC2(CC1)CN(Cc1ccccc1)C2 | -1.1%
82 | c1ccc(N2CCC3(CCNCC3)CC2)nc1 | -8.1%
83 | CN=C1C=CC(=C(c2ccc(N(C)C)cc2)c2ccc(N(C)C)cc2)C=C1 | ?
84 | O=S(=O)(c1ccccc1)N1CCC[C@@]2(CCN(c3ccncc3)C2)C1 | 0.0%
85 | CCNc1ncc2nc(-c3ccc(Cl)cc3)c(=O)n(-c3ccccc3)c2n1 | -5.4%
86 | FC(F)(F)c1cc(CN2CC3(CCNCC3)C2)cc(C(F)(F)F)c1 | 6.6%
87 | CCCCCCCCCCCCCCCC(=O)OC(C)C | -9.4%
88 | CN1C(=O)[C@@H](NC(=O)c2cc3ccccc3[nH]2)N=C(c2ccccc2)c2ccccc21 | -3.7%
89 | COc1cccc(Cn2c(=O)c(-c3ccc(F)c(F)c3)nc3cncnc32)c1 | -2.7%
90 | C#C[C@]1(O)CC[C@H]2[C@H]3[C@H](CC[C@@]21C)C1=C(CC(=O)CC1)C[C@@H]3C | -12.5%
91 | CCCC(C)(COC(N)=O)COC(=O)NC1CC1 (stereo not drawn) | 0.0%
92 | C=CCN1C[C@H](C)N([C@H](c2ccc(C(=O)N(CC)CC)cc2)c2cccc(OC)c2)C[C@H]1C | 3.5%
93 | COc1ccc(-c2nc3cnc(Nc4ccccc4)nc3n(CCC#N)c2=O)cc1 | 3.2%

# Structural class, those above with two or more sulfur atoms (3)
nr | Structure | TbPYK inhibitor
55 | C=CCSSSCC=C | 3.0%
62 | CCCCCCCCCCCCCCCC(=O)OCCC1CCN(CCCN2c3ccccc3Sc3ccc(S(=O)(=O)N(C)C)cc32)CC1 | 0.0%
65 | O=S(=O)(c1ccccc1)N1CCC2(CCN(Cc3nccs3)CC2)CC1 | -9.2%

# Screening results: PubChem, National Center for Advancing Translational Sciences (NCATS)

# This is a subset, so the mix of outcomes need not match the whole.
